West Nile virus CPE: West Nile virus antiviral activity, cell-based, CPE readout (AID 1621). West Nile virus-infected cells, CPE inhibition; higher % means a stronger effect. 290,000 tested, 0.02% active. CPE inhibition, % at 10 µM, or IC50 in µM where a hit was titrated; in the data active = a potency from the dose series; inconclusive = CPE inhibition mostly from about 3.7% at the one dose, without a potency; inactive = the rest, 99 in 100 with CPE inhibition below about 2.2%; also: strong numbers were not always called active
UTI89 phage lysis: inhibition of K1F phage lysis, E. coli UTI89, bacterial capsule biogenesis inhibitors, alamar blue (AID 488966). E. coli UTI89 K1F phage lysis, alamar blue, 2 h; higher % means a stronger effect. inhibition, % at 100 µM; hits with a dose series show IC50 in µM. 340,000 tested, 0.02% active;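 active = phage lysis inhibition, versus mean bacterial control, above a set limit; inconclusive = no clear call, values can overlap the other calls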;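 also: capsule biogenesis inhibitors block K1F phage lysis so surviving cells raise fluorescence; higher fluorescence means more inhibition of phage lysis; actives were called in the ten point dose series up to 300 µM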
P. falciparum M17LAP: P. falciparum M17LAP inhibitors, primary screen, biochemical, fluorogenic H-Leu-NHMec substrate, 1536-well (AID 1619); inhibition, % at 30 µM, or IC50 in µM where a hit was titrated; 220,000 tested, 0.38% active; recombinant M17LAP, H-Leu-NHMec fluorogenic kinetic assay; higher % means a stronger effect;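 active = compound inhibiting the enzyme by more than half at any dose during confirmatory dose-response retesting; inconclusive = strong single-dose inhibitors picked by rank but not retested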;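 also: plate controls were full reaction with DMSO carrier for no effect and no enzyme background for full effect; strong numbers were not always called active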
human PMI inhibitors: human PMI inhibitors, high substrate, primary screen, biochemical, fluorescence intensity, high mannose 6-phosphate (AID 1220) | recombinant PMI enzyme, coupled fluorescence intensity; higher % means a stronger effect | inhibition, % at 20 µM, or IC50 in µM where a hit was titrated | 190,000 tested, 0.66% active
M1AAP inhibition: P. falciparum M1AAP inhibitors, biochemical, fluorogenic H-Leu-NHMec substrate, 1536-well (AID 1445); one-dose inhibition, % at 30 µM; IC50 in µM for titrated hits; recombinant M1AAP, H-Leu-NHMec fluorogenic kinetic assay; higher % means a stronger effect; 220,000 tested, 0.42% active;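 active = primary inhibition above the hit cutoff, then over 50% inhibition at one or more dose response concentrations, cut at about 23% in these data, passing the limit was not always enough; inconclusive = conflicting primary data, or primary hits not chosen for dose response; inactive = low primary inhibition, or under 50% at every dose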;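 also: plate controls were DMSO full reaction for no effect and no enzyme background for full effect; strong numbers were not always called active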
TNAP activation fold: stimulation of alkaline phosphatase TNAP activity – biochemical, luminescent, no phosphate acceptor, uHTS, primary screen (AID 1001) | purified TNAP, luminescent activation assay, no phosphate acceptor; higher activation fold means a stronger effect | activation fold at 20 µM, or EC50 in µM where a hit was titrated | 200,000 tested, 0.03% active; in the data active = activation fold from about 3, or a potency from the dose series; inactive = the rest, 99 in 100 with activation fold below about 1.6; also: many of its hits are not listed in these tables
human PMI inhibition: inhibitors of human PMI, primary screen, biochemical, fluorescence intensity, coupled assay (AID 1209); inhibition, % at 20 µM; hits with a dose series show IC50 in µM; purified PMI enzyme, coupled fluorescence intensity; higher % means a stronger effect; 190,000 tested, 0.42% active;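 also: plate controls were DMSO vehicle for no effect and wells lacking substrate for full effect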
RSV antiviral HEp-2: inhibition of RSV-induced cytopathic effect – HEp-2 cells, primary 10 µM value included (AID 2391); 310,000 tested, 0.13% active; CPE inhibition, % at 10 µM, or IC50 in µM where a hit was titrated; HEp-2 cells, RSV-induced CPE inhibition; higher % means a stronger effect; in the data active = a potency from the dose series; inconclusive = CPE inhibition mostly from about 23% at the one dose, without a potency; inactive = the rest, 99 in 100 with CPE inhibition below about 21%; also: strong numbers were not always called active
T cell HTS: T cell immune modulators affecting CD8 T cell-vesicle binding | 2C CD8+ T cell-vesicle binding, flow cytometry; stronger effect = lower value | calls only at 7 µM | 330,000 tested, 0.068% active | AID 2052;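 active = response, share of CD8 T cells binding vesicles, and their 90th percentile fluorescence all below set limits, cut at about 80% in these data, passing the limit was not always enough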
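Material: 2C TCR transgenic mouse naive CD8+ T cells, MACS-purified. Also added: QL9-charged Drosophila Ld/ICAM-1/B7-1 vesicles. Timing: binding 1.5 h at 37 °C. Measured by: high-throughput flow cytometry with anti-B7-1 and anti-CD8 staining. Read-out: percent CD8+ FL2 mean versus row control. Controls: Unloaded micro-vesicles (low), QL9 vesicles with 0.7% DMSO (high).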
T cell HTS vesicle-bound %: second read-out of T cell HTS, no call of its own (marks repeat the call); double positive events, %; measured here: CD8+ vesicle-bound cell fraction;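 binding gate set so that unloaded-vesicle control wells show 10% double positive cells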
The depositor's hits bear a star; i = inactive; ? = inconclusive; nt = no result given; [ ] = remark or other dose. Rule as the data show it, unless noted: active = inhibition above about 50%; inactive = the rest.

SMILES	West Nile virus CPE	UTI89 phage lysis	P. falciparum M17LAP	human PMI inhibitors	M1AAP inhibition	TNAP activation fold	human PMI inhibition	RSV antiviral HEp-2	T cell HTS	T cell HTS vesicle-bound %
O=C1CCCN1CC1CCCN(Cc2nc(COc3ccccc3)no2)C1 (stereo not drawn)	0.2%	0.3%	-12%	0%	6%	1.1	7%	1.2%	i	42
CCNc1nc(NCC)nc(N(C#N)CCOc2ccccc2)n1	-0.7%	2.5%	-4%	8%	3%	1	12%	1.2%	i	40
CC(C)(C)Nc1ncnc2c1cnn2-c1ccccc1	0.7%	0.1%	nt	10%	nt	1.1	10%	6.8%	i	36
COc1ccc(NC(=O)CSc2ncnc3c2sc2ccccc23)c(OC)c1	?	1.3%[50 µM]	-2%	12%	3%	1	17%	6.7%	i	17
COc1ccc(C2CC(=O)C3=C(C2)Nc2ccccc2N(C(=O)C2CC2)C3c2cccnc2)cc1OC (stereo not drawn)	0.5%	-0.5%	-1%	2%	13%	1.1	11%	-1.4%	i	9
CCCCC(=O)O[C@H]1CC[C@H]2[C@@H]3CCc4cc(O)ccc4[C@H]3CC[C@]12C	0.1%	2.4%	12%	20%	-3%	1.1	18%	0.3%	i	18
C=CCn1c(N)c(C(=O)OC(C)CC)c2nc3ccccc3nc21 (stereo not drawn)	0.9%	3.6%	-219%	24%	22%	1.1	12%	nt	nt	nt
CCOc1ccc(S(=O)(=O)Nc2cccc(Cl)c2)cc1	-0.6%	-0.3%	nt	nt	nt	nt	nt	-0.2%	i	62
Cc1cc(NC(=O)CCC(=O)N(Cc2cccs2)C(C(=O)NC2CCCC2)c2cccnc2)no1 (stereo not drawn)	-0.1%	0.2%	-13%	14%	1%	1.1	5%	0.7%	i	64
O=C(NCCCO)c1cc2c([nH]c3ccccc32)c(-c2ccccc2)n1	-0.3%	0.1%[50 µM]	nt	nt	nt	nt	nt	5.5%	i	20
Cc1c(C(=O)O)[nH]c2ccc([N+](=O)[O-])cc12	0.1%	nt	11%	-12%	5%	1.1	-32%	nt	nt	nt
CCCCCCn1c(CN2CCCCC2C)nc2c1c(=O)n(C)c(=O)n2C (stereo not drawn)	-0.5%	3.1%	-16%	2%	8%	1	1%	0.8%	i	9
CCCCOC(=O)CCc1c(C)[nH]c(=O)c(C#N)c1C	0.0%	2.0%[50 µM]	3%	2%	2%	1.1	3%	14%	i	42
CC(C)c1cccc(O)c(=O)c1	3.0%	-1.1%	-3%	-8%	-3%	1.1	1%	0.0%	i	9
CC(C)OC(=O)C1C2C=CC3(CN(C(C)c4ccc(Br)cc4)C(=O)C13)O2 (stereo not drawn)	-0.2%	-3.6%	-2%	3%	8%	1.1	3%	1.3%	i	40

Random excerpt: 2 compounds from above
SMILES	West Nile virus CPE	UTI89 phage lysis	P. falciparum M17LAP	human PMI inhibitors	M1AAP inhibition	TNAP activation fold	human PMI inhibition	RSV antiviral HEp-2	T cell HTS	T cell HTS vesicle-bound %
CC(C)c1cccc(O)c(=O)c1	3.0%	-1.1%	-3%	-8%	-3%	1.1	1%	0.0%	i	9
C=CCn1c(N)c(C(=O)OC(C)CC)c2nc3ccccc3nc21 (stereo not drawn)	0.9%	3.6%	-219%	24%	22%	1.1	12%	nt	nt	nt

Following part
SMILES	West Nile virus CPE	UTI89 phage lysis	P. falciparum M17LAP	human PMI inhibitors	M1AAP inhibition	TNAP activation fold	human PMI inhibition	RSV antiviral HEp-2	T cell HTS	T cell HTS vesicle-bound %
Nc1ncnc(Oc2cccc(C(F)(F)F)c2)c1[N+](=O)[O-]	-0.2%	0.1%	7%	-1%	8%	1.1	2%	-1.6%	i	46
COc1cc(-c2nn3c(-c4ccccc4)nnc3s2)cc(OC)c1OC	0.7%	0.2%	25%	-12%	8%	1.1	-9%	0.3%	i	25
CC(C)OC(=O)CSc1nnc(-c2cccnc2)n1N	0.3%	-0.1%	-3%	-5%	0%	0.9	-12%	1.3%	i	54
CC(C)Cc1cc(C(=O)Nc2c(F)cc(F)cc2Br)no1	0.9%	-0.1%	4%	16%	4%	1.2	13%	3.3%	i	41
CC(C(=O)N1CCN(c2ccccc2F)CC1)c1ccc([N+](=O)[O-])cc1 (stereo not drawn)	-1.0%	0.4%	nt	nt	nt	nt	nt	3.2%	i	53
S=c1[nH]ccn1-c1cccc(Cl)c1Cl	-0.1%	0.3%	-2%	nt	-1%	nt	nt	-0.9%	i	28
O=C(OCCN1CCN(C2=NS(=O)(=O)c3ccccc32)CC1)c1ccccc1F	-0.1%	0.3%[50 µM]	nt	nt	nt	nt	nt	0.4%	i	18
O=C(Nc1ccc2c(c1)Cc1ccccc1-2)c1cccnc1	-0.9%	-1.0%	-8%	4%	6%	1.1	-1%	47%	i	23
CC(C)(C)NC(=O)CN(CCN1CCOCC1)C(=O)CNS(=O)(=O)c1ccc(Cl)cc1	-0.2%	0.1%	nt	nt	nt	nt	nt	0.6%	i	22
C[N+](C)(C)CCCN1C(=O)CCCC1=O	0.2%	-1.7%	3%	-2%	13%	1.1	17%	1.1%	i	56
COc1ccc(-c2nc(N)ncc2-c2ccccc2OC)c(O)c1	0.0%	-0.1%	nt	nt	nt	nt	nt	1.3%	i	34
CC(Sc1n[nH]c(=O)[nH]c1=O)C(=O)OCc1ccccc1 (stereo not drawn)	0.6%	0.9%	-18%	-18%	-2%	1	-1%	1.3%	i	30
CCOC(=O)CNC(=O)COc1coc(CN2CCN(Cc3ccccc3)CC2)cc1=O	0.1%	-0.1%	nt	nt	nt	nt	nt	0.3%	i	37
Cc1ccc(S(=O)(=O)NCc2csc(C)n2)c(C)c1	0.1%	-0.1%	-13%	1%	-3%	1.2	6%	-0.9%	i	28
CCOC(=O)C1CCCN(c2c(NCCC(C)C)c(=O)c2=O)C1 (stereo not drawn)	0.0%	0.3%[50 µM]	-12%	nt	2%	nt	nt	0.3%	i	34
O=C(NCC1CCCCC1)c1cc([N+](=O)[O-])ccc1N1CCOCC1	0.8%	3.6%	11%	-7%	4%	1.1	-6%	-0.7%	i	15
CCCC/C(O)=C1\C(=O)CCCC1=NCCc1c(C)[nH]c2ccc(OC)cc12	0.3%	0.9%[50 µM]	2%	nt	-1%	nt	nt	-1.7%	i	23
O=C(N/N=C/c1c[nH]c2ccccc12)c1cc(Cl)ccc1O	0.3%	0.4%	nt	nt	nt	nt	nt	1.4%	i	47
Cc1onc(C(=O)N2CCN(C(c3ccccc3)c3ccccc3)CC2)c1[N+](=O)[O-]	nt	1.0%	3%	-2%	2%	1	-1%	4.2%	i	14
CC1CCCN(c2oc(-c3cccc4ccccc34)nc2C#N)C1 (stereo not drawn)	0.0%	0.8%	5%	8%	3%	1.2	4%	3.0%	i	49
CC(=O)C1=C(C)NC(SCC(=O)c2ccc(Cl)cc2)=C(C#N)C1CC(C)C (stereo not drawn)	-0.9%	0.2%[50 µM]	41%	-74%	2%	1	-31%	48%	i	20
CC1(C)N=C(c2ccccn2)C(C)(C)N1O	-0.2%	1.8%	-1%	8%	0%	1	1%	-0.7%	i	46
CCN1CCN(CCCNC(=O)c2cc3cc4ccc(OC)cc4nc3o2)CC1	nt	1.5%	-280%	-8%	107µM*	1	-10%	-1.1%	i	28
Cn1c(N)c(S(=O)(=O)NCc2ccccc2Cl)c(=O)n(C)c1=O	0.2%	0.3%	23%	-11%	2%	1.1	-10%	0.2%	i	51
COc1ccc(S(=O)(=O)n2cnc(C)c2)cc1	-0.4%	-0.9%	-19%	-9%	4%	0.9	-7%	-1.4%	i	53
CCC(CC)NC(=O)/C=C/c1cccc([N+](=O)[O-])c1	-0.5%	9.2%	10%	-5%	13%	1.1	-3%	1.2%	i	47
CC(C)n1nnnc1SCC(=O)NCc1ccc2c(c1)OCO2	0.0%	0.3%	7%	-4%	6%	1.1	-5%	3.0%	i	55
Cc1cc(C)cc(NCC(=O)Nc2c(C)cccc2C)c1	0.0%	0.3%	21%	11%	0%	1.1	12%	6.8%	i	30
Cc1ccc2cc(C)c(N3CCC(C)CC3)nc2c1	0.8%	-0.1%	0%	7%	0%	1	4%	2.0%	i	49
Cc1nnc(SC(C)C(=O)Nc2c(C)n(C)n(-c3ccccc3)c2=O)n1N (stereo not drawn)	0.3%	0.1%	11%	27%	5%	1	30%	0.7%	i	31
CN(CC(=O)Nc1ccc(S(=O)(=O)N(C)C)cc1)Cc1ccc(C(F)(F)F)cc1	-1.0%	0.0%	7%	0%	9%	1.1	2%	2.6%	i	64
CCCn1c(O)c(N=NC(=O)c2ccco2)c2ccccc21	-1.8%	1.1%	15%	-4%	?	0.9	-9%	2.5%	i	46
COc1ccc(-n2nnnc2-c2cccc(OC)c2)cc1	0.6%	6.0%	-2%	0%	1%	1	-2%	2.1%	i	44
Cc1ccc(N=Nc2ccc(O)c(/C=N\NC(=O)c3ccc(N)cc3)c2)cc1C	1.0%	0.2%	7%	-14%	6%	1.1	-10%	5.1%	i	14
COc1ccc2nc(C)cc(SCC(=O)NNC(=O)COc3cccc4ccccc34)c2c1	-0.8%	-0.7%	3%	-3%	-1%	2.1	7%	4.0%	i	46
CCCNc1c(NS(=O)(=O)c2c(F)c(F)c(F)c(F)c2F)c(=O)oc2ccccc12	0.4%	0.2%	nt	nt	nt	nt	nt	1.0%	i	46
CCOCCn1c(CN2CCN(CC)CC2)nc2c1c(=O)n(C)c(=O)n2C	nt	-2.0%	-10%	0%	-1%	1.1	-6%	1.8%	i	41
CC(Oc1ccc(-n2cnnn2)cc1)C(=O)O (stereo not drawn)	0.4%	-0.4%	2%	-27%	10%	1.1	-28%	-0.4%	i	56
CC(C)c1ccc(C(=O)Nc2cccnc2)cc1	-0.2%	-1.3%	nt	nt	nt	nt	nt	3.7%	i	10
O=C(Nc1ccc2c(c1)CCC2)C1CCN(c2c3c(nc4ncnn24)CCC3)CC1	0.6%	0.6%	-4%	10%	4%	1.2	10%	12%	i	22
CC(C)(C)c1cc(C(=O)O)c(CN2CCCCC2)o1	0.0%	2.4%	-9%	-5%	1%	1.1	4%	1.7%	i	25
Cc1cccc(/C=N/NC(=O)c2cc3c(s2)-c2ccccc2CC3)c1	0.2%	0.2%	4%	3%	14%	0.9	1%	0.7%	i	33
O=C(NCc1ccco1)C1CC(c2c(Cl)cccc2Cl)=NO1 (stereo not drawn)	0.5%	1.1%	1%	0%	15%	1.1	10%	9.3%	nt	nt

Screening data deposited in PubChem BioAssay by several laboratories.
